# FEN1 inh: blocks human flap endonuclease 1 | 390,000 tested, 0.35% active | AID 588795 | Potency, µM (doses to about 114 µM), inactives show at the top dose activity change, negative = inhibition, actives largely listed as inhibitors | P39748 | Recombinant FEN1 flap cleavage, fluorescence, 15 min; also: nearly all actives have a fitted effect of over 65% in size
# Target sequence (P39748 whole entry, looked up): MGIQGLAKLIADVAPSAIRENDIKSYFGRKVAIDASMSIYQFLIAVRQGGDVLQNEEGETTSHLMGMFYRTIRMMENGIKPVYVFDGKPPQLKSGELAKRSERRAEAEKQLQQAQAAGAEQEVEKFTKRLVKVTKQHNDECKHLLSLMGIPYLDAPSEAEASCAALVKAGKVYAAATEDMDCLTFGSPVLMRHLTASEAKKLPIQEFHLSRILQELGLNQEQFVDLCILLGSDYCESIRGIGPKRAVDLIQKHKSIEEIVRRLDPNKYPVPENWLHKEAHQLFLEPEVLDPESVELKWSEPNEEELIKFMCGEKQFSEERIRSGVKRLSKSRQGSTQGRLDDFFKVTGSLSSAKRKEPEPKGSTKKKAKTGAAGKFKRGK
#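 Steps: FEN1 (10 nM) dispensed; compound added by pin tool; 15 min at room temperature; substrate added to 50 nM final; reads at 0 min and 15 min; data normalized and fitted (four-parameter Hill).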
# GCN5L2 inh: inhibitors of human GCN5L2 histone acetyltransferase; GCN5L2 HAT assay, ThioGlo1 CoA-SH fluorescence; Q92830; 390,000 tested, 0.21% active; Potency, µM (titrated, usually from 58.9 µM), for inactives: at the highest dose activity change, negative = inhibition, usual class: inhibitors
#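 GCN5L2 (20nM final) in 50mM HEPES, 0.1mM EDTA pH 7.5, 0.01% Tween-20 was preincubated 15 min at room temperature with compound, then given ThioGlo1 (50uM), H3(1-25) peptide (75uM) and acetyl-CoA (70uM); CoA-thiol fluorescence (Ex340/Em540) was read at 0 and 20 min.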
# N370S GC: inhibitors or activators of N370S glucocerebrosidase for Gaucher disease | P04062 | Potency, µM (doses to about 59.4 µM), without a hit: at the top dose activity change, negative = inhibition, actives largely listed as inhibitors | 330,000 tested, 0.092% active | AID 2101 | N370S GC spleen homogenate, 4MU-glucoside fluorescence;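 also: 0% = full enzyme activity and -100% = no enzyme basal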
# Active calls of the source: *; ? = inconclusive; nt = not tested or not shown. Calls follow the shape of the dose curve; as a rule, active = well fitted curve in the direction sought with a large enough effect; inconclusive = small, poorly fitted or top-dose-only effect, or another doubt; inactive = no such curve, though single readings can be large; an effect the other way counts as inactive or inconclusive. Unless noted, % is scaled to controls: 0 for no effect and ±100 for the full control effect; potency is read from the fitted curve at half-maximal effect. An excerpt, so the mix of outcomes need not match the whole.
SMILES,FEN1 inh,GCN5L2 inh,N370S GC
O=S(=O)(Nc1ccccn1)c1cccc(S(=O)(=O)c2ccc(Br)cc2)c1,-1%,0%,4%
O=C(c1ccccc1)c1ccc(OCC(O)CNCc2ccc(F)cc2)cc1 (stereo not given),12%,24%,?
NS(=O)(=O)c1ccc(CCNC(=O)CNC(=O)Cc2ccccc2)cc1,2%,-25%,-19%
CCOC(=O)c1ccc(NC(=O)CSc2c(C(C)C)cnc3c2c(=O)n(C)c(=O)n3C)cc1,10%,-4%,nt
COc1ccc(CN2C(=O)CSCC2=O)cc1OC,-19%,-13%,-5%
COc1cc(C(=O)NC2CCCCC2)ccc1OC1CCN(C(C)=O)CC1,-3%,-6%,-4%
CCC(=O)Nc1cc(C(=O)NCC2CCCN2CC)c(OC)cc1N(C)C (stereo not given),0%,-2%,-2%
O=C(CSc1nnc(Cc2ccccc2)o1)c1cc(F)ccc1F,-5%,2%,8%
Cc1ccc(N2C(=O)c3ccccc3C2C(=O)c2cc(C)ccc2O)cc1 (stereo not given),-14%,-6%,28%
O=C(COc1ccc(Cl)cc1Cl)NCCSc1ccc(Cl)cc1,-20%,-3%,6%
CCc1ccc(-c2cc3c(=O)n(CC(=O)NCCCN4CCN(C)CC4)ncn3n2)cc1,-2%,-4%,-18%
COc1ccc(NC(=O)OCC(C)C)cc1OC,2%,1%,3%
Cc1ccc(C2(C)NC(=O)N(CC(=O)Nc3cc(C)on3)C2=O)cc1 (stereo not given),-16%,-8%,8%
Cc1ccc(/C=C/C(=O)NCCc2c[nH]c3ccccc23)o1,15%,-9%,6%
Oc1ccccc1-c1nc(/C=C/c2ccccc2Cl)nn1-c1ccccc1,-16%,-11%,nt
COc1ccc(C(=O)NC(=S)NNC(=O)c2ccc(NC(C)=O)cc2)cc1Br,3%,-6%,-1%
CCN(CC)S(=O)(=O)c1ccc(C(=O)NNc2nc(-c3ccccc3)c3cc(Br)ccc3n2)cc1,-1%,-6%,?
O=C(Nc1ccccc1Cl)N1CCN(c2ccc3nnc(-c4ccc(F)cc4)n3n2)CC1,11%,-7%,15%
COCCN=c1scc(-c2ccco2)n1/N=C/c1ccc(O)c(O)c1O,35µM*,20µM*,-9%
CC1CCCN(c2c(S(=O)(=O)c3ccccc3)cnc3ccc(Cl)cc23)C1 (stereo not given),5%,1%,nt
CCN(CC)S(=O)(=O)c1ccc(C(=O)N2CCN=C2SC)cc1,-16%,-6%,2%
Cc1ccc(C(=O)NCCNC(=O)c2cnccn2)cc1,-10%,-1%,2%
CC(Oc1cc2oc(=O)c3c(c2cc1Cl)CCC3)C(=O)NCc1cccnc1 (stereo not given),-11%,-15%,22%
C/C(=N\Nc1nnc2c3ccccc3n(C)c2n1)c1ccc(C)o1,?,0%,27%
COc1ccc(NS(=O)(=O)c2ccc(NS(=O)(=O)c3cccs3)cc2)cc1,12%,-2%,-8%
COc1cc2c(c(OC)c1)C(c1cccc(F)c1F)CC(=O)N2 (stereo not given),-5%,-7%,nt
CC(NC(=O)c1cccs1)c1ccc2c(c1)OCO2 (stereo not given),-3%,-6%,-5%
CC1CCCC(C)N1NC(=O)Cc1ccccc1 (stereo not given),11%,-6%,0%
CCOc1ccc(S(=O)(=O)N(CC(=O)Nc2ccc3c(c2)OCO3)c2ccccc2)cc1,10%,-9%,nt
COc1ccc(C/C(C)=N\NC(=O)c2c[nH]c3ccccc23)cc1OC,-2%,-2%,13%
N#CC1=C(N)NC(=S)C(C(N)=O)C1c1ccc([N+](=O)[O-])cc1 (stereo not given),0%,-9%,?
CC(c1ccccc1)N1C(=O)C2C3C=CC(C4CC34)C2C1=O (stereo not given),12%,-1%,-4%
O=C(COC(=O)c1cc(S(=O)(=O)N2CCOCC2)ccc1F)Nc1cc([N+](=O)[O-])ccc1F,-2%,-1%,nt
Cc1cccc(NC(=O)CSCC(=O)N2CCN(C(=O)c3ccco3)CC2)c1,9%,-2%,nt
COc1ccc(NC(=S)N2CCC(NC(=O)c3ccco3)CC2)cc1,3%,1%,2%
Cc1nc(Cl)c(N=Cc2cccc([N+](=O)[O-])c2)c(Cl)n1,3%,-3%,-2%
CCOc1ccc(NC(=O)C2CC(=O)N(c3ccc(C(C)C)cc3)C2)cc1 (stereo not given),2%,-5%,nt
CCCCN(C(=O)CSc1nnc(-c2ccc(OC)cc2)n1CC)c1c(N)n(Cc2ccccc2)c(=O)[nH]c1=O,-9%,-4%,-3%
Cc1csc(NC(=O)C2CCCN(S(=O)(=O)c3cnc[nH]3)C2)n1 (stereo not given),-2%,-3%,-4%
CCS(=O)(=O)c1nc(S(=O)(=O)c2ccc(C)cc2)c(NCCCOC)s1,-33%,-1%,nt
Cc1ccc(C)c(NC(=O)CN2CCN(C3CCCCC3)C(=O)C2=O)c1,0%,27%,nt
CC(C)C(NC(=O)CNC(=O)OC(C)(C)C)C(=O)NCc1ccccc1 (stereo not given),1%,2%,17%
CC(C)c1ccc(Cn2c(COc3ccccc3)nc3ccccc32)cc1,-29%,-17%,nt
COCc1[nH][nH]c(=O)c1C=Nc1ccc(C(F)(F)F)cc1,2%,-11%,-6%
CCc1ccc2nc(Nc3ccc(OC)cc3OC)c(C#N)cc2c1,7%,2%,2%
CCOc1ccc(Cn2ccnc2)cc1[N+](=O)[O-],2%,1%,1%
C#CCOCCOCCOCCNc1nc(N2CCN(C(=O)[C@H]([C@@H](C)CC)n3cc(CCCCN)nn3)CC2)nc(N2CCN(C(=O)[C@H]([C@@H](C)CC)n3cc(CCCN=C(N)N)nn3)CC2)n1,-6%,-7%,-8%
O=C(Nc1ccccc1Cl)c1ccc(F)c(S(=O)(=O)NCc2ccc(Cl)c(Cl)c2)c1,-15%,-11%,nt
CNC(=O)c1[nH]cnc1C(=O)Nc1cccc(C)c1,-2%,1%,nt
CCc1nnc(NC(=O)CSc2nnc(Cc3ccc(OC)cc3)o2)s1,2%,-19%,-3%
CCCCOc1cccc(C(=O)Nc2ccc(NC(=O)c3cccs3)cc2)c1,15%,-1%,0%
C[C@]12CC[C@@H]3c4ccc(O)cc4C(=O)C[C@H]3[C@@H]1CC[C@@H]2O,3%,0%,6%
O=C(Nc1nccs1)c1ccc2c(=O)n3c(nc2c1)CCCCC3,1%,-3%,-17%
CCNC(=S)N(Cc1ccco1)Cc1cc2cc3c(cc2[nH]c1=O)OCCO3,-7%,0%,9%
Cn1c(SCC(=O)N2CCOCC2)nnc1-c1cccc(NC(=O)c2ccccc2)c1,17%,-1%,1%
CC1(C)CC(NC(=O)N2c3ccccc3Sc3ccccc32)CC(C)(C)N1,-4%,1%,-7%
c1ccc2c(c1)ncc1nncn12,-6%,0%,nt
CC(C)(C)C(=O)Nc1cccc(-c2nc3ccccc3c(=O)o2)c1,-3%,-2%,2%
O=C(Nc1ccc(F)cc1)C(NC1CCCCC1)c1ccccc1 (stereo not given),-10%,-8%,?
CCn1c(SCC(=O)N/N=C/c2ccc(C)s2)nc2ccccc21,-18%,-2%,-18%

# Structures shown so far that have bromine (3):
SMILES,FEN1 inh,GCN5L2 inh,N370S GC
O=S(=O)(Nc1ccccn1)c1cccc(S(=O)(=O)c2ccc(Br)cc2)c1,-1%,0%,4%
COc1ccc(C(=O)NC(=S)NNC(=O)c2ccc(NC(C)=O)cc2)cc1Br,3%,-6%,-1%
CCN(CC)S(=O)(=O)c1ccc(C(=O)NNc2nc(-c3ccccc3)c3cc(Br)ccc3n2)cc1,-1%,-6%,?

# (more compounds)
SMILES,FEN1 inh,GCN5L2 inh,N370S GC
Cc1ccc(C(=O)N/C(=C/c2ccco2)C(=O)OCN2C(=O)c3ccccc3C2=O)cc1,-3%,-6%,14%
CN1CCN(C(=O)/C(=C\c2ccccc2)c2ccccc2)CC1,2%,-3%,7%
COc1cccc(N2CCN(c3ccc4nnc(CCC(=O)Nc5ncccc5C)n4n3)CC2)c1,-16%,-5%,-3%
Cc1ccc(S(=O)(=O)Nc2ccc3c(c2)CC(=O)N([C@H](C)CO)C[C@@H](C)[C@H](CN(C)S(=O)(=O)c2ccccc2)O3)cc1,-17%,-2%,nt
Clc1cc(Br)ccc1OCCCn1ccnc1,-5%,-3%,-19%
NNc1nc(NCc2ccccc2)nc(N2CCOCC2)n1,-12%,-1%,6%
NC(=O)CCN1CCN(Cc2nc(C(c3ccccc3)c3ccccc3)no2)CC1,12%,-1%,3%
Cc1ccc(Cn2cc(S(=O)(=O)c3ccc(C(C)C)cc3)c(=O)c3cc4c(cc32)OCO4)cc1,8%,-2%,2%
CCn1c(CC(=O)Nc2ccccc2F)nnc1SCC(=O)NC1CCCCC1,-8%,-1%,-1%
CCOc1ccc(-n2c(-c3ccccc3)c[n+]3c2CCC3)cc1,-12%,19%,-2%
Cc1ccc(-c2nc3ccccc3s2)cc1NC(=S)NC(=O)c1ccccc1,4%,3%,4%
Cc1cc(C)cc(NC(=O)COC(=O)CN=C2NS(=O)(=O)c3ccccc32)c1,3%,-8%,10%
CCCNNC(=O)C(O)(c1ccccc1)c1ccccc1,0%,-2%,0%
CCc1c(C)sc(NC(=O)c2cc(C)on2)c1C#N,5%,-2%,-7%
CCOP(=O)(OCC)c1nc(-c2ccccc2)oc1N1CCCCC1,6%,-3%,?
O=C(Nc1ccc([N+](=O)[O-])cc1)C(Cc1ccccc1)N1C(=O)c2cccc3cccc(c23)C1=O (stereo not given),-2%,0%,15%
O=C(Nc1cccc(C(=O)O)c1)Nc1ccccc1Cl,3%,2%,?
O=C(/C=C/N1CCOCC1)c1coc2ccccc12,-4%,-10%,-14%
CCOc1ccc(S(=O)(=O)Nc2cc(C)ccn2)c2ccccc12,0%,0%,-2%
CC(C)c1nc2ccc(C(=O)NCc3ccc(N(C)C)cc3)cc2o1,14%,-5%,nt
Cc1ccccc1OCCOc1cccc(/C=N/NC(=O)Cc2nnc(N)s2)c1,-3%,-3%,-12%
CC(C)COC(=O)Cc1c(O)c2ccccc2[nH]c1=O,-8%,-2%,1%
COc1cc(S(=O)(=O)NCCc2c(C)[nH]c3ccc(C)cc23)ccc1Br,-15%,-20%,nt
Cc1ccc(CNS(=O)(=O)c2ccc3c(c2)OCCO3)cc1,-9%,-1%,18%

# Pulled by compound from the list above (two):
SMILES,FEN1 inh,GCN5L2 inh,N370S GC
CCOP(=O)(OCC)c1nc(-c2ccccc2)oc1N1CCCCC1,6%,-3%,?
O=C(Nc1ccc([N+](=O)[O-])cc1)C(Cc1ccccc1)N1C(=O)c2cccc3cccc(c23)C1=O (stereo not given),-2%,0%,15%

# The main list resumes, repeating the six entries before the break.
SMILES,FEN1 inh,GCN5L2 inh,N370S GC
CCOc1ccc(S(=O)(=O)Nc2cc(C)ccn2)c2ccccc12,0%,0%,-2%
CC(C)c1nc2ccc(C(=O)NCc3ccc(N(C)C)cc3)cc2o1,14%,-5%,nt
Cc1ccccc1OCCOc1cccc(/C=N/NC(=O)Cc2nnc(N)s2)c1,-3%,-3%,-12%
CC(C)COC(=O)Cc1c(O)c2ccccc2[nH]c1=O,-8%,-2%,1%
COc1cc(S(=O)(=O)NCCc2c(C)[nH]c3ccc(C)cc23)ccc1Br,-15%,-20%,nt
Cc1ccc(CNS(=O)(=O)c2ccc3c(c2)OCCO3)cc1,-9%,-1%,18%
O=C(COC(=O)c1c[nH]c2ccccc12)NC1CCCCC1,2%,-3%,nt
CCn1c(=O)c([N+](=O)[O-])c(NCCCn2ccnc2)c2ccccc21,2%,0%,2%
COc1ccc(C2CC(c3ccccc3)=NN2C(=O)COC(=O)c2cc(S(=O)(=O)N3CCOCC3)ccc2F)cc1 (stereo not given),6%,-6%,-5%
O=C(COc1ccccc1)Nn1c(-c2ccccc2)nc2ccccc2c1=O,1%,1%,?
CC(C)(C)c1ccc(OCC(O)CN(CCO)CC(O)Cn2ccc3ccccc32)cc1 (stereo not given),6%,-6%,-20%
O=C(NCc1ccccc1Br)c1ccc2c(c1)nc1n2CCOC1,17%,-4%,nt
COc1cccc(CNS(=O)(=O)c2ccc3c(c2)C(C)(C)C(=O)N3C)c1,-3%,-9%,3%
Cc1ccc(C)c(S(=O)(=O)c2nnn3c2nc(Nc2ccc(C)c(C)c2)c2ccccc23)c1,0%,-2%,nt
O=C(CN(Cc1ccccc1)S(=O)(=O)c1ccc(Br)cc1)NCC1CCCO1 (stereo not given),2%,2%,-8%
c1ccc(-c2cc3c(-n4cccc4)ncnc3o2)cc1,?,-9%,20%
CC(=O)Nc1ccc(S(=O)(=O)N(C)CC(=O)OCC(=O)c2ccc3c(c2)NC(=O)CO3)cc1,7%,-9%,nt
O=C(c1ccc2nc(N3CCCCC3)sc2c1)N1CCN(Cc2ccc3c(c2)OCO3)CC1,-8%,?,-11%
CN(C)C=NC(=O)c1cc2c(n(-c3ccccc3)c1=O)CC(C)(C)CC2=O,-3%,-1%,nt
Cc1oc(-c2cc(F)ccc2F)nc1CN1CCN(c2cnccn2)CC1,4%,-12%,-11%
CCOC(=O)c1ccc(N2C(=O)c3[nH]nc(-c4ccccc4)c3C2c2ccc(CC)cc2)cc1 (stereo not given),-4%,-13%,nt
CCCC(=O)Nc1c(-c2cccs2)c(=O)c2ccccc2n1CC,nt,-3%,-1%
